# Screening results (PubChem)
# Vif-APOBEC3G blk – qHTS for Inhibitors of Vif-A3G Interactions: qHTS; DNA dC->dU-editing enzyme APOBEC-3G (Homo sapiens), Q9HC16; HeLa A3G-eYFP + Vif (tagged APOBEC3G with the HIV-1 protein that degrades it), YFP fluorescence, overnight; Potency, µM (titrated, usually from 46.1 µM), for the others: at the top dose activity, negative = active, hits mostly inhibitors; 0.076% of 410,000 active;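 note: potency is the fitted concentration of half-maximal effect; % is set by controls: 0 for no effect and ±100 for the full control effect; nearly all actives have a fitted effect of over 60% in size; hits raise eYFP signal because A3G escapes Vif-driven loss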
#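 HeLa cells stably expressing Vif and C-terminally eYFP-tagged A3G, seeded overnight at 37 deg C, then exposed to compound by pintool overnight at 37 deg C. Rise in yellow fluorescence (Ex 488/Em 500-530, Acumen) marks blocked Vif-driven A3G degradation.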
# TrxR1 substrate – qHTS Assay for Substrates of Mammalian Selenoprotein Thioredoxin Reductase 1 (TrxR1): qHTS; Thioredoxin reductase 1, cytoplasmic (Rattus norvegicus), O89049; purified TrxR1 substrate turnover, NADPH consumption readout; Potency, µM (doses to about 114 µM), for inactives: at the highest dose activity change, negative = substrate turnover; 0.01% of 390,000 active; AID 588456, 2011; note: potency is the fitted concentration of half-maximal effect; % is set by controls: 0 for no effect and ±100 for the full control effect; nearly all actives have a fitted effect of over 50% in size
#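 Rat TrxR1, dispensed at 90 nM, was prereduced with 400 uM NADPH (final) for 5 min at ~22 deg C, then incubated with compound 15 min before 400 uM selenite. A first-read NADPH fluorescence drop versus no-compound background flagged substrates.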
# Vif-A3F inh – qHTS for Inhibitors of Vif-A3F Interactions: qHTS | HeLa A3F-eYFP + Vif (tagged APOBEC3F with the HIV-1 protein that degrades it), YFP fluorescence increase | Potency, µM (highest dose often 46.1 µM), without a hit: top-dose activity, negative = active | 0.2% of 390,000 active | AID 602313, 2012; note: potency is the fitted concentration of half-maximal effect; % of control where 0% means no effect; nearly all actives have a fitted effect of over 65% in size
#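 HeLa cells stably expressing Vif plus C-terminally eYFP-tagged A3F were seeded, incubated overnight at 37 deg C, dosed with compound, incubated overnight again at 37 deg C. Yellow fluorescence (Ex 488/Em 500-530) reported blocked Vif-mediated A3F-eYFP degradation.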
# RXFP1 agonist – qHTS Assay for Agonists of the Relaxin Receptor RXFP1. Relaxin receptor 1 (Homo sapiens), Q9HBX9. HEK293T-RXFP1 cAMP TR-FRET, 30 min; response scale: percent of porcine relaxin response, buffer zero. Potency, µM (doses to about 57.5 µM), for the others: top-dose activation, actives largely listed as activators. 0.3% of 370,000 active. AID 2676, 2010; note: potency is the fitted concentration of half-maximal effect; % is set by controls: 0 for no effect and ±100 for the full control effect; nearly all actives have a fitted effect of over 60% in size; many of its hits are not listed in these tables
#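 Agonist response is measured as cAMP accumulation in an RXFP1-transfected HEK293T line under PDE4 inhibition. Values are scaled between buffer-only and 29 nM porcine relaxin, and EC50s come from standard Hill equation fits.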
# Glioma ERSR ind – qHTS for Inducers of the Endoplasmic Reticulum Stress Response (ERSR) in Human Glioma: qHTS; U87-MG GRP78 promoter luciferase reporter, 16 h; Potency, µM, for inactives: top-dose activation, hits mostly activators; 0.02% of 420,000 active; AID 602332, 2012; note: potency is the fitted concentration of half-maximal effect; series mostly up to about 76 µM; % of control where 0% means no effect; nearly all actives have a fitted effect of over 35% in size
#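 Stably transfected U87-MG glioma cells carrying a GRP78-based luciferase sensor; 16 h compound incubation. Luminescence end-point read 10 min after Bright-Glo addition at room temperature.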
# PI4K2A block – qHTS for small molecular inhibitors of PI4K2A; purified PI4K2A, ADP-Glo luminescence, 1 h; hits give low values; 0.13% of 420,000 active; Phosphatidylinositol 4-kinase type 2-alpha (Homo sapiens), Q9BTU6; activity change, negative = inhibition, % at 76.9 µM; in the data active = activity change below about -50%; inconclusive = mostly about -30% to -49%;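 note: -100% = wells without enzyme as full effect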
#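 ADP-Glo luminescence measured ADP generated by PI4K2A enzyme (4 ug/mL before mixing) with 1.2 mM PI substrate (pre-mix) and 300 microM ATP (pre-mix). Tris pH7.5 buffer with MgCl2, Triton X-100; 1 h reaction at ambient temperature.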
# IDH1 R132H inh – qHTS for Inhibitors of mutant isocitrate dehydrogenase 1 (IDH1): qHTS | 0.093% of 390,000 active | Potency, µM (doses to about 76.6 µM), for the others: at the top dose activity change, negative = inhibition, most hits filed as inhibitors | IDH1-R132H enzyme, NADPH consumption, diaphorase/resazurin fluorescence; note: potency is the fitted concentration of half-maximal effect; % is set by controls: 0 for no effect and ±100 for the full control effect; nearly all actives have a fitted effect of over 65% in size
#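 IDH1-R132H (0.5 ug/mL) preincubated 30 min with compound, then NADPH (0.016 mM) and alpha-KG (2 mM) added; 80 min at RT, pH 7.5. Remaining NADPH coupled via diaphorase/resazurin to fluorescence (540/590 nm); concentration-response curves normalized to no-enzyme control.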
# LDHA inh – qHTS assay for inhibitors of human lactate dehydrogenase; L-lactate dehydrogenase A chain (Homo sapiens), P00338; purified LDHA, NADH/diaphorase-resazurin fluorescence; hits give low values; activity change, % (values are at about 110 or 230 µM); 0.15% of 480,000 active; in the data active = activity change below about -30%; inconclusive = mostly about -25% to -30%;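 note: plate controls were DMSO wells for no effect and wells without enzyme for full effect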
#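 Resorufin fluorescence (ex540/em590), read at 0 and 20 min after diaphorase/resazurin addition, reports the NADH left after a 5 min room-temperature reaction of 2 nM human LDH5 with 0.06 mM NADH and 0.2 mM pyruvate.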
# USP1 inh – Inhibitors of USP1/UAF1: Primary Screen; 0.23% of 390,000 active; AID 743255, 2014; Ubiquitin carboxyl-terminal hydrolase 1 (Homo sapiens), O94782; Potency, µM (titrated, usually from 57.1 µM), for inactives: top-dose activity change, negative = inhibition, usual class: inhibitors; recombinant USP1/UAF1, Ub-Rhodamine cleavage fluorescence; note: potency is the fitted concentration of half-maximal effect; % is set by controls: 0 for no effect and ±100 for the full control effect; nearly all actives have a fitted effect of over 60% in size; inactives centre near -12
# Target sequence (O94782 whole entry, looked up): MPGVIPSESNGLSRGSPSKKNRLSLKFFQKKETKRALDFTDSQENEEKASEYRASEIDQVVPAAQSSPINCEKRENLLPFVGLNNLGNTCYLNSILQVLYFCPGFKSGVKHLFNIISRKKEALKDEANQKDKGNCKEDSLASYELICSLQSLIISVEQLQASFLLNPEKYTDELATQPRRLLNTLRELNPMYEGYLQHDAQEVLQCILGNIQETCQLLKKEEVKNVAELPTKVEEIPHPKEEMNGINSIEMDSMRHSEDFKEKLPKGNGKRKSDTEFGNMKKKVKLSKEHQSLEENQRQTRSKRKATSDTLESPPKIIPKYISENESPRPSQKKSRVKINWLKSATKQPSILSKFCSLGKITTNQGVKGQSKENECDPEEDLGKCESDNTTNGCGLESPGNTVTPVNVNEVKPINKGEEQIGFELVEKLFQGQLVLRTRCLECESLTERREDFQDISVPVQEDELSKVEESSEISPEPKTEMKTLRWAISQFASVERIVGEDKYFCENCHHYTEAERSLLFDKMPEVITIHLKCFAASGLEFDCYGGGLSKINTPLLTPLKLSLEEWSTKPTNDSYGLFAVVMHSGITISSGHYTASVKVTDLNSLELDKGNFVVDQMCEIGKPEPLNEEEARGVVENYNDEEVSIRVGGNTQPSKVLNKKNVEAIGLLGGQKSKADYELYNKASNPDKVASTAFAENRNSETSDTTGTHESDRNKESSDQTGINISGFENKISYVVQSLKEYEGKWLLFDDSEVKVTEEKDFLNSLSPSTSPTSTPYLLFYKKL
#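 High-throughput fluorogenic screen: 1nM USP1/UAF1 complex, Ub-Rho substrate 150nM final, 50mM HEPES pH 7.8 with 0.5mM EDTA, 0.1 mg/ml BSA, 1mM TCEP and 0.01% Tween-20.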
# * hit, by the source's call; ? = inconclusive; nt = no result given; [ ] = dose if it differs, or a comment. Unless noted, calls come from the whole dose curve; as a rule, active = well fitted curve in the direction sought with a large enough effect; inconclusive = small, poorly fitted or top-dose-only effect, or another doubt; inactive = no such curve, though single readings can be large; an effect the other way counts as inactive or inconclusive.
SMILES,Vif-APOBEC3G blk,TrxR1 substrate,Vif-A3F inh,RXFP1 agonist,Glioma ERSR ind,PI4K2A block,IDH1 R132H inh,LDHA inh,USP1 inh
CCOc1ccc(NC(=O)c2c(NC(=O)c3cccs3)sc3c2CCC(C(C)(C)C)C3)cc1 (configuration not stated),2%,-4%,-1%,1.8%,-3%,-1,0%,-2,?
Nc1nnc(SCCOc2ccc(Br)cc2)s1,4%,4%,7%,1.2%,13%,0,3%,2,-9%
Cc1cccc(-n2cc(CN3CCN(C(=O)c4ncn[nH]4)CC3)c(-c3cccc(F)c3)n2)c1,0%,-3%[57.1 µM],-4%,1.1%,1%,-1,4%,-2,-8%
COc1ccc(-c2[nH]ncc2/C=C(\C#N)C(=O)NC2CC2)cc1,0%,-7%,-4%,0.2%,2%,-2,1%,-1,0%
O=C(CSC1CN(C(c2ccccc2)c2ccccc2)C1)N/N=C/c1ccc(Cl)cc1Cl,3%,-1%,?,-2.1%,-5%,-1,0%,-10,-18%
Cn1c(NC2CCCCC2)cc(=O)n(C)c1=O,-4%,8%[2.29 µM],-10%,1.8%,-3%,1,4%,-1,-17%
CN1CCN(c2ccc([N+](=O)[O-])cc2NC(=O)c2cccs2)CC1,2%,1%,1%,5.9%,-5%,-2,6%,7,-18%
CSCCC(NC(=O)COc1ccccc1)C(=O)OCCOc1ccc(Br)cc1 (configuration not stated),0%,-14%[57.1 µM],-12%,-0.7%,-2%,-1,3%,-3,-6%
O=C(c1cccs1)c1c[nH]cc1-c1ccccc1,-1%,-6%,2%,nt,-5%,5,13%,-3,-4%
CC1CCCCN1C(=O)COC(=O)c1cc(Cl)c2c(c1)OCO2 (configuration not stated),2%,5%,-5%,-1.2%,1%,1,4%,-2,-19%
COc1ccc(OC)c(/C=C/C(=O)N(C)CC(=O)Nc2cc(C)ccc2C)c1,0%,70%,15%,4.6%,-3%,2,5%,0,-10%
COc1cc(/C=N/NC(=O)c2cccnc2)ccc1OCC(=O)N1CCOCC1,3%,-16%,-18%,1.4%,-5%,-3,0%,-6,-10%
COc1ccc(NC(=O)C(Cc2c[nH]c3ccccc23)NC(=O)OC(C)(C)C)cc1 (configuration not stated),-11%,-7%,-1%,0.9%,-3%,0,3%,-3,?
CCN(Cc1ccccc1)C(=O)c1c(C)oc2ncn(C)c(=O)c12,-3%,-1%,2%,-2.2%,-3%,-4,-3%,-6,0%
Cc1cc(N2CCN(S(=O)(=O)Cc3ccccc3)CC2)n2ncnc2n1,0%,4%[57.1 µM],-3%,5.2%,6%,5,3%,-12,-6%
CN(CC(=O)NCc1ccc(Cl)cc1)S(=O)(=O)c1cccc2cccnc12,1%,-1%,1%,1.7%,0%,-1,8%,-4,-9%
CC1CCN(C(=O)CCNS(=O)(=O)c2ccc(Br)cc2)CC1,2%,2%,0%,1.6%,-4%,0,2%,1,-12%
O=S(=O)(NCc1cn2ccsc2n1)c1cccs1,0%,-5%,-2%,-0.4%,5%,0,9%,-3,-6%
COc1ccccc1OCC(=O)Nc1ccc(S(=O)(=O)N2CCN(C)CC2)cc1,-7%,5%[57.1 µM],-1%,-1.5%,-2%,9,0%,0,-16%
Nc1ncnc2c1ncn2[C@@H]1O[C@H](CN=C2NS(=O)(=O)c3ccccc32)[C@@H](O)[C@H]1O,1%,1%,0%,nt,-4%,-15,-1%,0,-19%

# Quoted from the listing:
# O=S(=O)(NCc1cn2ccsc2n1)c1cccs1 @ IDH1 R132H inh = 9%
# CC1CCN(C(=O)CCNS(=O)(=O)c2ccc(Br)cc2)CC1 @ LDHA inh = 1

# Remaining list, next part:
SMILES,Vif-APOBEC3G blk,TrxR1 substrate,Vif-A3F inh,RXFP1 agonist,Glioma ERSR ind,PI4K2A block,IDH1 R132H inh,LDHA inh,USP1 inh
CCOC(=O)N1CCC(N2Cc3cccc(C(=O)Nc4cc(F)ccc4F)c3C2=O)CC1,6%,-3%[57.1 µM],7%,1.4%,-5%,-3,6%,0,-17%
COc1ccc(CC(=O)Nc2nccs2)cc1OC,2%,-1%,4%,2.5%,-3%,6,-4%,-2,-13%
C(=C\c1ccccc1)/CN1CCN(C(CCc2ccccc2)c2nnnn2C2CCCC2)CC1 (configuration not stated),-2%,nt,nt,nt,-3%,-2,nt,-2,nt
O=C(Nc1ccc(S(=O)(=O)Nc2cnc3ccccc3n2)cc1)c1ccc(Cl)cc1Cl,0%,5%,-4%,nt,9%,5,-15%,-7,-17%
Clc1ccc(-c2nnc3n2CCCS3)cc1,-7%,13%,-7%,-0.1%,-4%,3,3%,-12,-16%
Cc1ccc(NC(=O)C2CC(=O)n3c(nc4ccccc43)N2)cc1Cl (configuration not stated),3%,3%[57.1 µM],-1%,2.1%,0%,-3,10%,-10,-6%
CCNc1nc2c(c(=O)n(C)c(=O)n2C)n1Cc1ccc(F)cc1,1%,10%[57.1 µM],-2%,7.6%,-1%,-2,11%,-1,-10%
Nc1nc(-c2cccnc2)nn1C(=O)c1ccc(Cl)cc1,7%,2%,-6%,3.7%,-3%,9,10%,-1,-20%
O=C(CSc1nc(C(F)(F)F)cc(=O)[nH]1)Nc1cccc2ccccc12,0%,2%,-19%,0.3%,-5%,-2,-1%,3,2%
Cc1ccc(NC(=O)CSc2nnc(CNC(=O)c3cccs3)o2)c(C)c1,2%,-4%,-9%,0.0%,1%,0,-5%,-1,-5%
O=C(CN1C(=O)NC2(CCCC2)C1=O)OCc1ccc(Cl)c(Cl)c1,0%,-4%,2%,1.5%,0%,2,9%,-4,-17%
CC(C)(C)CC(=O)Nc1ccc(-c2nnc3n2CCCCC3)cc1,0%,7%,-2%,-0.1%,-3%,10,0%,-1,-24%
CS(=O)(=O)N1CCC(C(=O)Nc2ccc(Cl)cc2)CC1,-4%,2%,-5%,1.1%,-2%,2,12%,-4,-18%
O=C(Nc1ccccc1F)c1ccc(OCc2ccccc2)cc1,1%,-7%,6%,4.9%,6%,-1,6%,-9,-8%
CCOc1ncccc1C(=O)OCC(=O)NCCc1ccc(S(N)(=O)=O)cc1,-2%,2%,-2%,0.9%,-4%,-3,4%,-5,-2%
CC(C)C(NC(=O)c1ccccc1F)C(=O)NCc1ccc(S(=O)(=O)N2CCOCC2)cc1 (configuration not stated),0%,-2%,1%,0.3%,-1%,-4,-7%,-9,-4%
Cc1ccc(CNC(=O)c2ccc(C)s2)cc1,-4%,8%[57.1 µM],-22%,nt,-1%,2,3%,-6,-5%
CCc1ccc(C(=O)COC(=O)c2cc([N+](=O)[O-])ccc2NCCO)cc1,0%,-6%[57.1 µM],10%,4.4%,5%,2,-5%,-3,-7%
O=C(CN1C(=O)NC2(CCCCCC2)C1=O)c1ccc(Cl)cc1,8%,6%,-6%,0.1%,0%,-3,8%,1,-13%
CCOC(=O)c1c(NC(=O)CSc2cn(CCNC(=O)c3ccccc3OC)c3ccccc23)sc2c1CCCC2,1%,6%[11.4 µM],-4%,-0.4%,-2%,0,10%,5,-16%
CC(NC(=O)c1ccccc1NS(C)(=O)=O)c1ccccc1 (configuration not stated),-4%,32%[activator][57.1 µM],8%,0.5%,-4%,5,2%,-3,-32%
O=C(Oc1ccccc1N1C(=O)C2CCCCC2C1=O)c1ccccc1F (configuration not stated),-1%,4%,7%,0.9%,-1%,2,0%,-6,-13%
CCC1(c2ccc(Cl)cc2)NC(=S)N(c2ccc(C)c(C)c2)N1 (configuration not stated),-9%,1%,-1%,2.0%,3%,0,-7%,-2,-26%
CC1CCN(C(=O)C2CCN(S(=O)(=O)N3CCC4(CC3)OCCO4)CC2)CC1,-5%,8%,-21%,-5.4%,-1%,1,7%,0,-14%
CSc1ncccc1C(=O)NCCc1ccc(Cl)cc1,-1%,14%,7%,0.2%,0%,-1,14%,-5,0%
O=C(c1cccs1)c1cn(CCOc2ccccc2F)c2ccccc12,-2%,2%,0%,5.8%,-1%,-6,5%,-7,-7%
Cc1cccc(CCNC(=O)CCNS(=O)(=O)c2cc(Br)cnc2N)c1,6%,8%[57.1 µM],2%,-0.1%,-3%,-2,5%,-2,-22%

# Some of the compounds tested (hit frequency here may not be typical).
